beta cell repl – inducers of MIN6 beta-cell proliferation, primary screen, ATP luminescence, uHTS; MIN6 cells proliferation, ATPlite luminescence, 48 h; cells starved in 0.2% serum; 100% = growth in 10% serum; proliferation, % at 10 µM; 330,000 tested, 0.29% active; AID 2380, 2010;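 active = compounds whose signal lies at least 3.5 SD above the mean of all wells on their plate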;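 also: 0% = DMSO-treated cells in low-serum medium and 100% = 10% serum control; some compounds called inactive have numbers as strong as hits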
GRIN3A LBD mod – binders of NR3A ligand-binding domain, primary screen, biophysical, differential scanning fluorimetry, uHTS | Glutamate receptor ionotropic, NMDA 3A (GRIN3A) ligand-binding domain | Tm shift relative to glycine control, % at 25 µM | NR3A LBD differential scanning fluorimetry, Tm shift; 0% = protein alone, 100% = glycine-bound protein | 340,000 tested, 2.5% active;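 active = melting temperature shift of at least 10% of the positive control shift, at one fixed dose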
A3G deaminase – APOBEC3G DNA deaminase inhibitors, primary screen, biochemical, fluorescence, single-stranded DNA substrate, uHTS. inhibition, % at 20 µM. 330,000 tested, 0.28% active. recombinant A3G, ssDNA deamination FAM/TAMRA fluorescence;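 active = inhibition of at least 40% at 20 µM, with no more than 30% in the related APOBEC3A deaminase screen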;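 also: plate controls were DMSO wells with A3G for no effect and wells lacking A3G enzyme for full effect; some compounds called inactive have numbers as strong as hits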
A3A deaminase – APOBEC3A ssDNA deaminase inhibitors, primary screen, selectivity assay for APOBEC3G inhibitor project, biochemical, FAM/TAMRA oligo cleavage fluorescence; recombinant A3A, FAM/TAMRA ssDNA deamination fluorescence; AID 493011, 2011; 330,000 tested, 0.41% active; DNA dC->dU-editing enzyme APOBEC-3A (Homo sapiens), P31941; inhibition, % at 20 µM;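 active = at least 40% inhibition at 20 µM here, with at most 30% in a related deaminase screen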;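 also: plate controls were A3A with DMSO for no effect and wells lacking A3A enzyme for full effect; some results filed as inactive read as strong as hits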
Target sequence (P31941 whole entry, looked up): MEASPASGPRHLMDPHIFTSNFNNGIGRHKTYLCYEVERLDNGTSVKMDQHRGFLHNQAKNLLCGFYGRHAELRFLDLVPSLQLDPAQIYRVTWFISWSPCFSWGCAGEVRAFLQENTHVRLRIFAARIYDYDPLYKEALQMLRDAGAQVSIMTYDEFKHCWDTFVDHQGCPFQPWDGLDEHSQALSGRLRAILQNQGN
mIAP act – activators of mouse IAP, primary screen, biochemical, luminescence, uHTS. AID 2805, 2010. activation factor at 10 µM. 330,000 tested, 0.24% active. muIAP, CDP-Star luminescence, 30 min; stronger effect = higher value; 1 = vehicle-only enzyme signal, 0 = enzyme-free wells;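 active = activation factor of at least 2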; also: the source names both 10 and 20 µM as test concentration; values of inactives mirror those of a sister screen read the other way
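Assay system: mouse IAP enzyme; reagent: chemiluminescent substrate CDP-Star; dosing: test compounds delivered from DMSO solution; schedule: 30 min at room temperature; measured by: luminescence from enzymatic CDP-Star hydrolysis; controls: DMSO-only wells and no-enzyme negative control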
hIAP act – human IAP activators, primary screen, biochemical, luminescence, uHTS; Intestinal-type alkaline phosphatase (Homo sapiens), P09923; purified human IAP, CDP-Star luminescence, 30 min; stronger effect = higher value; 1 = vehicle-only enzyme, 0 = enzyme-free background; activation factor at 10 µM; 330,000 tested, 0.16% active; AID 2524, 2010;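 active = activation factor of the enzyme at least 2-fold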; also: the source names both 10 and 20 µM as test concentration; values of inactives mirror those of a sister screen read the other way
Target sequence (P09923 whole entry, looked up): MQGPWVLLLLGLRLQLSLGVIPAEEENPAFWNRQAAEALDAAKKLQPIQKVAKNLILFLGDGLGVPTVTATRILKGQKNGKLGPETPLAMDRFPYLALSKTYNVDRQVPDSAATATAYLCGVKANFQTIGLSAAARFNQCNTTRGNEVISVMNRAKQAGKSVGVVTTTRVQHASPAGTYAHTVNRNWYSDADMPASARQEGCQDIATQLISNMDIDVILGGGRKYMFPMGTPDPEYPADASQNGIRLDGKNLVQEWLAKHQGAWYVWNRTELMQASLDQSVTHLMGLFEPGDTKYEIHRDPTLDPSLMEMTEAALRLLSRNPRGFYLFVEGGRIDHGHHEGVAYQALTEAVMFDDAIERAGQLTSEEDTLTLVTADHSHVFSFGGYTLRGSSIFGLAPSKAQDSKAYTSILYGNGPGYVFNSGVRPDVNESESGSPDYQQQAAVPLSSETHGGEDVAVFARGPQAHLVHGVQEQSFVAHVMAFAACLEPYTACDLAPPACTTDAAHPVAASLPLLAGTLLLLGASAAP
MPTP inh – mitochondrial permeability transition pore inhibitors, primary screen, biochemical, isolated mouse mitochondria, absorbance. Ca2+ swelling absorbance, 30 min. inhibition, % at 10 µM. 360,000 tested, 1.4% active. AID 602449, 2012;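 active = inhibition of 50% or more, scaled per plate between neutral and stimulator controls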;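 also: 0% = DMSO wells given calcium and 100% = 1 mM EGTA wells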
mIAP block – inhibitors of mouse IAP, primary screen, biochemical, luminescence, uHTS | intestinal alkaline phosphatase [Mus musculus] | purified mouse IAP, CDP-Star luminescence, 30 min | inhibition, % at 10 µM | 330,000 tested, 0.2% active | AID 2806, 2010;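 active = inhibition of at least 40% at 10 µM in the primary screen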;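 also: plate controls were DMSO with enzyme for no effect and no enzyme wells for full effect; values of inactives mirror those of a sister screen read the other way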
hIAP inh – human IAP inhibitors, primary screen, biochemical, luminescence, uHTS; purified IAP, CDP-Star luminescence, 30 min; inhibition, % at 10 µM; 330,000 tested, 0.12% active;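 active = inhibition reaching a set limit with compound at 10 µM in the primary screen, cut at about 35% in these data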;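 also: plate controls were DMSO wells with enzyme for no effect and no-enzyme buffer wells for full effect; values of inactives mirror those of a sister screen read the other way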
Numbers without * were called inactive. Compounds were not picked by outcome, and some 5% of all compounds hit somewhere here.

What do the screens show for `Cc1cc(C)cc(N(C(=O)c2csnn2)C(C(=O)NC2CCCCC2)c2ccccn2)c1` (centres undefined)?
beta cell repl: -1.6; GRIN3A LBD mod: -0.5; A3G deaminase: -4.1; A3A deaminase: 1.2; mIAP act: 1.03; hIAP act: 1; MPTP inh: 1.0; mIAP block: -3.2; hIAP inh: 0.0

How did CCN(CC)C(=O)CSc1nc2c(sc(=S)n2CC)c(=O)n1-c1ccccc1 do in these assays?
beta cell repl: -1.5; GRIN3A LBD mod: -2.6; A3G deaminase: 2.0; A3A deaminase: 2.4; mIAP act: 0.967; hIAP act: 0.867; MPTP inh: -0.7; mIAP block: 3.3; hIAP inh: 13.3

Results for CCOc1ccc(CCNC(=O)CS(=O)(=O)Cc2nc(-c3ccccc3F)oc2C)cc1 ?
beta cell repl: -1.1; GRIN3A LBD mod: 2.2; A3G deaminase: -3.7; A3A deaminase: -3.0; mIAP act: 0.979; hIAP act: 1.32; MPTP inh: 1.3; mIAP block: 2.1; hIAP inh: -31.9

How did Cc1ccc(C(C(=O)NC2CCCC2)N(C(=O)Cc2cccs2)c2cccc(C)c2C)o1 (centres undefined) do in these assays?
beta cell repl: -4.1; GRIN3A LBD mod: -1.0; A3G deaminase: 1.8; A3A deaminase: 1.2; mIAP act: 1.1; hIAP act: 1.07; MPTP inh: 1.0; mIAP block: -10.0; hIAP inh: -6.8

How did C=CCOc1ccc(CNn2cn[nH]c2=S)cc1OCC do in these assays?
beta cell repl: -1.8; GRIN3A LBD mod: -0.2; A3G deaminase: 29.4; A3A deaminase: -0.9; mIAP act: 0.978; hIAP act: 0.885; MPTP inh: -1.6; mIAP block: 2.2; hIAP inh: 11.5

Results for CS(=O)(=O)Nc1cccc(C2=NN(C(=O)CCCC(=O)O)C(c3cccs3)C2)c1 (centres undefined) ?
beta cell repl: 6.0; GRIN3A LBD mod: 1.4; A3G deaminase: -4.3; A3A deaminase: -1.1; mIAP act: 0.927; hIAP act: 0.967; MPTP inh: -1.0; mIAP block: 7.3; hIAP inh: 3.3

Results for O=C(O)CCCC(=O)Nc1nc2n(n1)C(c1ccc(F)cc1)CC(c1ccc(Cl)cc1)N2 (centres undefined) ?
beta cell repl: -1.8; GRIN3A LBD mod: -1.0; A3G deaminase: -8.2; A3A deaminase: -8.2; mIAP act: 0.975; hIAP act: 0.941; MPTP inh: 1.2; mIAP block: 2.5; hIAP inh: 5.9

What do the screens show for `Cc1ccc(Cl)cc1N1CCN(C(=O)C(C)n2ncn3cccc3c2=O)CC1` (centres undefined)?
beta cell repl: 0.5; GRIN3A LBD mod: -2.5; A3G deaminase: -7.4; A3A deaminase: -4.4; mIAP act: 1.05; hIAP act: 0.894; MPTP inh: -1.5; mIAP block: -5.1; hIAP inh: 10.6

What do the screens show for `c1ccc2c(c1)OCC(c1csc3ncnc(N4CCCCC4)c13)O2` (centres undefined)?
beta cell repl: 0.9; GRIN3A LBD mod: -2.1; A3G deaminase: -0.6; A3A deaminase: -1.0; mIAP act: 0.991; hIAP act: 0.855; MPTP inh: 18.5; mIAP block: 0.9; hIAP inh: 14.5

How did CN(C)c1cccc(C(=O)OCC(=O)Nc2nccs2)c1 do in these assays?
beta cell repl: -0.7; GRIN3A LBD mod: -1.5; A3G deaminase: -2.5; A3A deaminase: 1.9; mIAP act: 0.926; hIAP act: 0.869; MPTP inh: -1.0; mIAP block: 7.4; hIAP inh: 13.1

What do the screens show for `Cc1ccccc1-n1c(C)nnc1SC(C)C(=O)NCC1CCCO1` (centres undefined)?
beta cell repl: 0.8; GRIN3A LBD mod: 1.7; A3G deaminase: -5.6; A3A deaminase: -4.3; mIAP act: 1.02; hIAP act: 0.812; MPTP inh: -1.2; mIAP block: -2.2; hIAP inh: 18.8

How did CSc1nnc(SCc2nc3sc(C(=O)O)c(C)c3c(=O)[nH]2)s1 do in these assays?
beta cell repl: -3.9; GRIN3A LBD mod: 0.3; A3G deaminase: 22.6; A3A deaminase: 65.8*; mIAP act: 0.738; hIAP act: 0.986; MPTP inh: 1.0; mIAP block: 26.2; hIAP inh: 1.4

How did O=C(Nc1ccccc1F)c1ccc(Cn2cc(Cl)cn2)cc1 do in these assays?
beta cell repl: -0.1; GRIN3A LBD mod: -2.4; A3G deaminase: -2.0; A3A deaminase: -0.3; mIAP act: 0.943; hIAP act: 0.994; MPTP inh: -0.6; mIAP block: 5.7; hIAP inh: 0.6

How did CC1Cc2ccccc2N1C(=O)CN1C(=O)NC(C)(c2ccc3c(c2)OCCO3)C1=O (centres undefined) do in these assays?
beta cell repl: 1.3; GRIN3A LBD mod: -3.3; A3G deaminase: -3.3; A3A deaminase: 1.2; mIAP act: 1.02; hIAP act: 0.937; MPTP inh: 2.4; mIAP block: -1.6; hIAP inh: 6.3

Results for O=C(Cn1cc(C(=O)C(F)(F)F)c2ccccc21)N1CCOCC1 ?
beta cell repl: -2.5; GRIN3A LBD mod: -4.3; A3G deaminase: -8.3; A3A deaminase: -3.6; mIAP act: 0.98; hIAP act: 1.18; MPTP inh: 1.1; mIAP block: 2.0; hIAP inh: -18.0

What do the screens show for `COc1ccc(-c2noc(N3CCC(C(=O)Nc4ccccc4F)CC3)n2)cc1`?
beta cell repl: 0.7; GRIN3A LBD mod: 2.2; A3G deaminase: -4.4; A3A deaminase: -4.5; mIAP act: 1.04; hIAP act: 1; MPTP inh: -1.5; mIAP block: -4.0; hIAP inh: -0.4

Results for CCOc1ccc2nc(SCC3CC3(Cl)Cl)[nH]c2c1 (centres undefined) ?
beta cell repl: -2.0; GRIN3A LBD mod: 0.0; A3G deaminase: 5.3; A3A deaminase: 2.6; mIAP act: 1.02; hIAP act: 0.966; MPTP inh: 20.3; mIAP block: -1.6; hIAP inh: 3.3

What do the screens show for `Cc1cc(-c2nnc(SCC(=O)Nc3ccc(Br)cc3F)n2N)n[nH]1`?
beta cell repl: -1.1; GRIN3A LBD mod: -1.5; A3G deaminase: -6.9; A3A deaminase: -5.4; mIAP act: 1; hIAP act: 1.24; MPTP inh: -2.9; mIAP block: -0.4; hIAP inh: -24.3

How did CCOC(=O)c1cc2sccc2n1CC(=O)C(C)(C)C do in these assays?
beta cell repl: -2.4; GRIN3A LBD mod: 2.1; A3G deaminase: -7.6; A3A deaminase: -4.2; mIAP act: 1.05; hIAP act: 1.05; MPTP inh: -5.3; mIAP block: -4.7; hIAP inh: -5.4

Results for Cc1cccc(C(=O)N=C2SC3CS(=O)(=O)CC3N2c2ccccc2)c1 (centres undefined) ?
beta cell repl: 0.6; GRIN3A LBD mod: 4.4; A3G deaminase: -2.2; A3A deaminase: -0.1; mIAP act: 0.88; hIAP act: 0.962; MPTP inh: 0.4; mIAP block: 12.0; hIAP inh: 3.8

Results for Cc1nc2cc(NC(=O)c3ccc(Cl)cc3)ccc2n1C ?
beta cell repl: -4.7; GRIN3A LBD mod: 4.2; A3G deaminase: -3.4; A3A deaminase: -4.2; mIAP act: 0.97; hIAP act: 1.16; MPTP inh: -0.6; mIAP block: 3.0; hIAP inh: -15.6

What do the screens show for `CCn1cc(/C=N/NC(=O)c2ccc(C#N)cc2F)c2ccccc21`?
beta cell repl: -2.4; GRIN3A LBD mod: -0.5; A3G deaminase: -4.4; A3A deaminase: -2.6; mIAP act: 0.91; hIAP act: 0.926; MPTP inh: -0.2; mIAP block: 9.0; hIAP inh: 7.4

Results for COc1cc2c(cc1NC(=O)CN1C(=O)NC3(CCc4ccccc43)C1=O)oc1ccccc12 (centres undefined) ?
beta cell repl: -5.0; GRIN3A LBD mod: 1.5; A3G deaminase: -8.5; A3A deaminase: -4.1; mIAP act: 0.945; hIAP act: 1.21; MPTP inh: 0.6; mIAP block: 5.5; hIAP inh: -20.9

What do the screens show for `COc1cccc(C(=O)Oc2ccc(N3C(=O)CCC3=O)c(C)c2)c1`?
beta cell repl: -2.5; GRIN3A LBD mod: -1.0; A3G deaminase: 2.5; A3A deaminase: 3.1; mIAP act: 0.929; hIAP act: 1.19; MPTP inh: -1.9; mIAP block: 7.1; hIAP inh: -19.2

How did CC(=O)c1c(C)[nH]c(C(=O)COC(=O)CCSc2ccccc2)c1C do in these assays?
beta cell repl: 1.9; GRIN3A LBD mod: -1.1; A3G deaminase: -1.3; A3A deaminase: 0.7; mIAP act: 0.979; hIAP act: 0.948; MPTP inh: 1.7; mIAP block: 2.1; hIAP inh: 5.2

How did Cc1ccc(C2(C(F)(F)F)N=C3Sc4cc(C)ccc4N3C(=O)N2)cc1 (centres undefined) do in these assays?
beta cell repl: -4.4; A3G deaminase: -0.5; A3A deaminase: 0.1; mIAP act: 1.07; hIAP act: 1.05; mIAP block: -7.5; hIAP inh: -5.5

How did CC(C)(C)NC(=O)C[C@H]1C[C@H](C(=O)N2CCOCC2)[C@@]2(CCC3CCCC3)c3[nH]c4cc(-c5ccco5)ccc4c3CCN2C1=O do in these assays?
GRIN3A LBD mod: -9.2; A3G deaminase: -1.0; A3A deaminase: -2.7; mIAP act: 1.09; MPTP inh: -0.7; mIAP block: -8.6

What do the screens show for `Cc1ccc(NC(=S)N(CCN(C)C)C(C)c2ccco2)cc1C` (centres undefined)?
beta cell repl: 0.0; GRIN3A LBD mod: 0.2; A3G deaminase: -6.5; A3A deaminase: 1.5; mIAP act: 1.12; hIAP act: 1.02; MPTP inh: -0.6; mIAP block: -12.3; hIAP inh: -1.9

Results for CC1(C)CC2CC(C)(CN2C(=O)COC(=O)CNC(=O)c2ccc(Cl)c(Cl)c2)C1 (centres undefined) ?
beta cell repl: -0.9; GRIN3A LBD mod: -6.7; A3G deaminase: -1.8; A3A deaminase: -4.0; mIAP act: 0.971; hIAP act: 1.11; MPTP inh: -1.8; mIAP block: 2.9; hIAP inh: -10.9

What do the screens show for `COc1cccc(CN2CC(C(=O)N3CCCC3)CCC2=O)c1` (centres undefined)?
beta cell repl: -3.1; GRIN3A LBD mod: -6.4; A3G deaminase: -5.1; A3A deaminase: -4.5; mIAP act: 0.905; hIAP act: 1.04; MPTP inh: -1.5; mIAP block: 9.5; hIAP inh: -4.4

What do the screens show for `Cc1cccc(NC(=O)C2CCN(C(=O)c3ccc(Cl)cc3)CC2)n1`?
beta cell repl: -2.5; GRIN3A LBD mod: -1.8; A3G deaminase: -6.6; A3A deaminase: -5.1; mIAP act: 0.897; hIAP act: 0.94; MPTP inh: -1.3; mIAP block: 10.3; hIAP inh: 6.0

What do the screens show for `Cc1c(NC(=O)C(C)SC(=S)N2CCCC2)c(=O)n(-c2ccccc2)n1C` (centres undefined)?
beta cell repl: -0.7; GRIN3A LBD mod: 0.3; A3G deaminase: -8.5; A3A deaminase: -2.6; mIAP act: 1.03; hIAP act: 0.967; MPTP inh: -2.2; mIAP block: -3.2; hIAP inh: 3.3

High-throughput results deposited in PubChem by Sanford-Burnham Center for Chemical Genomics.
